Screens deposited in PubChem by several laboratories.
Rac1 GTP hydrolysis = MgcRacGAP GTPase-activating activity inhibitors, confirmation, biochemical, ADP Hunter fluorescence; MgcRacGAP-stimulated Rac1 GTP hydrolysis, ADP Hunter fluorescence; higher % means a stronger effect; GST-tagged Rac1 F28L mutant substrate; inhibition, % at 30 µM, or IC50 in µM where a hit was titrated; 340,000 tested, 0.6% active;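 active = first-screen hits whose inhibition reached a set limit at any dose in the follow-up dose series; inconclusive = inhibition above the set first-screen limit but never retested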;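 note: fluorescence reports GDP produced by GAP-driven GTP hydrolysis; strong numbers were not always called active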
SIAH1 antagonists = blockers of Siah-1 interaction with plectin peptide – biochemical, fluorescence polarization, rhodamine-plectin, uHTS, primary screen (AID 1817); Siah-1 / rhodamine-plectin peptide fluorescence polarization; higher % means a stronger effect; displacement, % at 20 µM; hits with a dose series show IC50 in µM; 290,000 tested, 0.02% active;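 active = displacement of at least 50% at 20 µM, with a fluorescence ratio check between 0.3 and a set limit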;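 note: plate controls were Siah plus tracer with DMSO for no effect and tracer alone without Siah for full effect; strong numbers were not always called active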
Salmonella PhoP GFP = PhoP-dependent GFP reporter repression – Salmonella Typhimurium, primary screen (AID 1863). S. Typhimurium PhoP-regulated promoter GFP reporter, 4 h; higher % means a stronger effect. inhibition, % at 50 µM, or IC50 in µM where a hit was titrated. 300,000 tested, 0.16% active;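 active = inhibition over 29.93%, a cutoff 3 SD above the screen mean, later confirmed by dose response; inconclusive = inhibition over 29.93% but no dose response follow-up; inactive = inhibition at most 29.93% or unconfirmed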;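 note: 0% = low Mg2+ inducing control and 100% = high Mg2+ repressing control; strong numbers were not always called active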
LYP inhibition = PTPN22 lymphoid phosphatase activity blockers – biochemical, fluorescence intensity, uHTS (AID 1779); recombinant LYP phosphatase, fluorescence intensity; higher % means a stronger effect; one-dose inhibition, % at 11.5 µM; IC50 in µM for titrated hits; 290,000 tested, 0.054% active; in the data active = inhibition above about 50%;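 note: plate controls were vehicle with enzyme for no effect and no enzyme for full effect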
NTR1 agonist = NTR1-driven beta-arrestin-GFP spot formation – imaging, U2OS cells, high content, primary screen (AID 493036); P30989; agonist mode; activation, % at 20 µM; 330,000 tested, 0.17% active;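 active = activation at or above 40% of the spot to cytoplasm intensity ratio, with at least 20 cells analyzed; inconclusive = wells under 20 cells, flagged as cytotoxic or low count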;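 note: 0% = DMSO without peptide and 100% = 100 nM NTR1 peptide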
Target sequence (P30989 whole entry, looked up): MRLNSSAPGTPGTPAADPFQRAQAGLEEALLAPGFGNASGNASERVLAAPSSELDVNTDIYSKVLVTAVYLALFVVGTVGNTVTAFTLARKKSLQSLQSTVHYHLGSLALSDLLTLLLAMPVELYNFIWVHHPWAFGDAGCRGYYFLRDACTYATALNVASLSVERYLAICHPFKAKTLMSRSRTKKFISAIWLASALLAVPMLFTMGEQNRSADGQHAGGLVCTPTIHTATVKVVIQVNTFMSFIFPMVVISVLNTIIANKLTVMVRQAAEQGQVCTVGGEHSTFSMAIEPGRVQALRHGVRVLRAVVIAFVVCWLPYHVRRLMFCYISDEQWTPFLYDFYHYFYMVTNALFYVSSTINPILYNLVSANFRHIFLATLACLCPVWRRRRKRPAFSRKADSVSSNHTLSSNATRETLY
GPR35 arrestin U2OS = inhibition of zaprinast-stimulated GPR35 beta-arrestin translocation – imaging, U2OS, beta-arrestin-GFP, zaprinast agonist, primary screen (AID 2058) | U2OS GPR35 beta-arrestin-GFP translocation imaging, zaprinast antagonism; higher % means a stronger effect | inhibition, % at 10 µM, or IC50 in µM where a hit was titrated | 290,000 tested, 0.052% active;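 active = inhibition of at least 50% with at least 30 cells and total cytoplasm GFP at most 10,000,000; inconclusive = under 30 cells or total GFP of 10,000,000 plus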
GPR55 LPI antagonism = inhibition of LPI-stimulated GPR55 beta-arrestin translocation – imaging, U2OS, beta-arrestin-GFP, LPI agonist, primary screen (AID 2013) | U2OS GPR55 beta-arrestin-GFP translocation imaging, LPI antagonism; higher % means a stronger effect | inhibition, % at 10 µM, or IC50 in µM where a hit was titrated | 290,000 tested, 0.13% active;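 active = spots per cell inhibited over 60%, with over 100 cells counted and total cytoplasm intensity under 500,000; inconclusive = wells with under 100 cells, flagged as likely toxic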;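 note: U2OS cells stably carrying GPR55 and arrestin-GFP stimulated by 5 µM LPI near EC80; imaged beta-arrestin-GFP aggregate spots per cell after agonist stimulation; plate controls were LPI-stimulated DMSO wells for no effect and DMSO wells without LPI for full effect; some results filed as inactive read as strong as hits; confirmed hits need IC50 under 10 µM and bright autofluorescent wells are also inconclusive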
HIV fusion peptide = cell-free HIV fusion peptide-binding blockers – biochemical, uHTS, fluorescence dequenching, primary screen (AID 1986); cell-free peptide binding, fluorescence dequenching, 30 min; higher % means a stronger effect; one-dose inhibition, % at 20 µM; IC50 in µM for titrated hits; 290,000 tested, 0.3% active; in the data active = inhibition mostly above about 52%, no sharp cut-off; inactive = mostly below about 76%; note: some results filed as inactive read as strong as hits
Myeloid diff MLP = myeloid differentiation induction; ER-HoxA9 myeloid progenitors, lysozyme-GFP differentiation, flow cytometry; calls only at 10 µM; 360,000 tested, 1% active; AID 624256;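 active = normalized GFP-positive differentiation at or above the plate's own cutoff, the solvent-only control mean plus 3 SD; inconclusive = no clear call, values can overlap the other calls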;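 note: cells exposed to compound for four days before flow analysis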
NTR1 agonist cell count 20 µM = also measured in NTR1 agonist; calls as there; cell count; measured here: cell count, cytotoxicity flag
Myeloid diff MLP GFP+ MAC1+ % = also measured in Myeloid diff MLP; calls as there; GFP+ MAC1+ double positive, %; measured here: differentiation confirmed by MAC1 staining
Numbers without * were called inactive; i = inactive; u = inconclusive; x = not tested or not shown; + = active, no number.

A first look, two compounds:
mol,Rac1 GTP hydrolysis,SIAH1 antagonists,Salmonella PhoP GFP,LYP inhibition,NTR1 agonist,NTR1 agonist cell count 20 µM,GPR35 arrestin U2OS,GPR55 LPI antagonism,HIV fusion peptide,Myeloid diff MLP,Myeloid diff MLP GFP+ MAC1+ %
Cc1onc(-c2ccccc2)c1C(=O)NC(C)c1ccc2c(c1)OCO2 (centres undefined),7%,-1%,5%,-4%,0.6,58,-1%,-21%,-2.4%,i,1.8
COc1ccc(N(CC(=O)NCc2ccc(F)cc2)S(=O)(=O)c2c(C)noc2C)cc1,-2%,0%,-14%,-6%,0.3,60,0%,12%,3.0%,i,1.9

This part in full (from the top)
mol,Rac1 GTP hydrolysis,SIAH1 antagonists,Salmonella PhoP GFP,LYP inhibition,NTR1 agonist,NTR1 agonist cell count 20 µM,GPR35 arrestin U2OS,GPR55 LPI antagonism,HIV fusion peptide,Myeloid diff MLP,Myeloid diff MLP GFP+ MAC1+ %
Cc1onc(-c2ccccc2)c1C(=O)NC(C)c1ccc2c(c1)OCO2 (centres undefined),7%,-1%,5%,-4%,0.6,58,-1%,-21%,-2.4%,i,1.8
COc1ccc(N(CC(=O)NCc2ccc(F)cc2)S(=O)(=O)c2c(C)noc2C)cc1,-2%,0%,-14%,-6%,0.3,60,0%,12%,3.0%,i,1.9
CCOC(=O)C(O)(CC(=O)c1ccc(Cl)cc1)C(=O)OCC,3%,0%,3%,-1%,0.3,62,4%,13%,-1.3%,i,0.5
CCCc1nc2oc(C(=O)OCC)c(N)c2c2c1COC(C)(C)C2,2%,-2%,-8%,-17%,1.2,84,0%,-2%,17%,i,0.5
COc1cc(S(=O)(=O)NCCCn2ccnc2)ccc1F,-1%,-1%,4%,-9%,-0.9,60,-9%,-37%,-1.0%,i,0.6
COc1ccc(OC)c(NC(=O)c2cccc3c2C(=O)N(C2CCCCC2)C3)c1,2%,2%,-5%,1%,8.0,61,-14%,12%,-0.5%,i,2.2
O=C(NCCc1nc(-c2ccccc2Cl)no1)c1ccccc1,6%,x,-7%,x,2.9,79,x,x,x,i,1.9
NNC(=O)c1csc(CS(=O)(=O)c2ccc(Cl)cc2)n1,x,9%,2%,-9%,-0.1,40,5%,-4%,-0.1%,i,0.4
CCOc1ccc(NC(=O)c2cc(S(=O)(=O)N3CCOCC3)cs2)cc1,5%,-1%,-5%,-9%,1.1,64,-20%,16%,2.0%,i,1.7
Cc1ccc(-n2ncc3c(=O)n(CC(=O)N(C)C)cnc32)cc1C,12%,12%,8%,-10%,0.0,76,3%,8%,0.1%,i,0.9
Cc1cc(Sc2ncnc(N)c2[N+](=O)[O-])ncn1,1%,5%,-4%,0%,-0.8,58,1%,2%,-1.4%,u,x
COCc1cc(C)nc(SCC(=O)Nc2ccc3c(c2)n(C)c(=O)n3C)c1C#N,5%,0%,-7%,2%,0.2,61,12%,-1%,0.2%,i,1.1
CCC(C)NC(=S)N1CCN(C(c2ccccc2)c2ccccc2)CC1 (centres undefined),13%,-1%,8%,9%,2.3,62,-4%,-8%,-0.9%,i,1.2
O=C(Nc1nc2ccc(F)cc2s1)c1ccccn1,x,1%,0%,-3%,1.5,33,3%,10%,1.4%,x,x
COc1ccc(NS(=O)(=O)c2cccc(C(=O)N/N=C(\C)c3ccncc3)c2)cc1,5%,1%,28%,-4%,0.7,62,7%,5%,-0.9%,i,0.4

3 compounds from above, ordered by their value in GPR35 arrestin U2OS, rising.
Molecule | Rac1 GTP hydrolysis | SIAH1 antagonists | Salmonella PhoP GFP | LYP inhibition | GPR35 arrestin U2OS | HIV fusion peptide | Myeloid diff MLP GFP+ MAC1+ %
CCOc1ccc(NC(=O)c2cc(S(=O)(=O)N3CCOCC3)cs2)cc1 | 5% | -1% | -5% | -9% | -20% | 2.0% | 1.7
CCOC(=O)C(O)(CC(=O)c1ccc(Cl)cc1)C(=O)OCC | 3% | 0% | 3% | -1% | 4% | -1.3% | 0.5
COCc1cc(C)nc(SCC(=O)Nc2ccc3c(c2)n(C)c(=O)n3C)c1C#N | 5% | 0% | -7% | 2% | 12% | 0.2% | 1.1

(listing goes on)
mol,Rac1 GTP hydrolysis,SIAH1 antagonists,Salmonella PhoP GFP,LYP inhibition,NTR1 agonist,NTR1 agonist cell count 20 µM,GPR35 arrestin U2OS,GPR55 LPI antagonism,HIV fusion peptide,Myeloid diff MLP,Myeloid diff MLP GFP+ MAC1+ %
Cn1c2c(c3cc([N+](=O)[O-])ccc31)CCCC2,7%,2%,-3%,-7%,0.8,70,-1%,0%,3.4%,i,0.1
Cc1cc(-c2n[nH]c(=S)n2/N=C/c2ccco2)n[nH]1,26%,-5%,-10%,1%,-0.6,58,-16%,-2%,1.9%,i,0.8
Cc1ccnc(NC(=S)NC(=O)c2cccs2)c1,2%,0%,-2%,-2%,1.0,27,-5%,1%,-2.3%,i,0.5
Cc1cc(C(=O)NCC(=O)OCC(=O)NCCc2ccccc2)ccc1[N+](=O)[O-],-1%,7%,2%,4%,-0.4,67,-5%,-5%,-2.2%,i,0.3
Nc1nc(NCc2ccccc2)nc(NCCO)c1[N+](=O)[O-],5%,14%,-10%,-5%,-0.5,49,8%,-17%,2.9%,i,0.3
COC(=O)c1ccc2nc(NC(=O)CN3C(=O)CCC3=O)sc2c1,8%,-4%,5%,-5%,-1.1,51,5%,3%,28%,i,0.0
O=c1c2ccsc2ncn1Cc1ccccc1F,14%,2%,1%,-8%,0.3,53,-3%,15%,-1.6%,i,1.0
O=C(O)COc1cccc(NC(=O)c2ccccc2)c1,4%,2%,4%,-4%,0.2,59,-4%,12%,3.7%,i,2.2
NC(=O)c1ccc(NC(=O)COC(=O)c2cc(S(=O)(=O)N3CCOCC3)ccc2N2CCCCC2)cc1,9%,9%,5%,-2%,2.2,54,7%,-1%,-0.7%,i,1.1
Cc1sc(N)nc1-c1ccccc1,21%,0%,-1%,4%,-0.4,56,4%,4%,-1.6%,i,0.5
CCOCc1[nH]c(=S)[nH]c(=O)c1Cc1ccc(OCC)cc1,-5%,-4%,8%,-1%,-0.1,41,-1%,4%,-0.2%,i,0.2
O=C1NC[C@H](Cc2ccc(O)cc2)N(CC2CCCCC2)C1=O,9%,6%,-3%,-5%,-4.5,80,2%,4%,0.2%,i,1.6
Cc1ccc(NC(=O)COC(=O)CCc2nc3ccccc3c(=O)[nH]2)c(Br)c1,-1%,-2%,-6%,-5%,1.2,64,-1%,5%,1.8%,i,0.3
COCCNC(=O)/C(C#N)=C/c1cc(C)n(-c2ccc(C)cc2)c1C,4%,-2%,12%,-4%,2.0,48,-2%,0%,0.3%,i,0.4
O=C(C(c1ccccc1)c1ccccc1)N1CCCc2ccccc21,0%,0%,8%,5%,-6.3,33,-4%,20%,-1.9%,i,0.9
CCc1nc(N2CCOCC2)c(C#N)c2c1COC(C)(C)C2,1%,4%,11%,-4%,-0.5,44,-5%,-13%,5.1%,i,1.7
Cc1ccc(-c2nn(-c3ccccc3)cc2/C=C(\C#N)C(=O)NCc2ccccc2)cc1,-1%,-2%,-9%,1%,8.1,64,-12%,-2%,3.6%,i,1.2
CCCc1cc(C(=O)Nc2cc(OC)ccc2OC)cs1,10%,4%,-4%,-5%,3.6,61,12%,12%,0.0%,i,1.5
O=C(Nc1ccccc1F)c1cccc(C(=O)Nc2ccccc2F)c1,9%,4%,3%,-5%,-1.5,86,4%,7%,-1.3%,i,0.2
COc1ccc(OCCC(=O)NCC23CC4CC(CC(C4)C2)C3)cc1,2%,-2%,-2%,-5%,-0.8,28,-16%,-4%,-1.8%,i,0.2
CSC1=C(C#N)C(c2ccc(C(C)C)cc2)CC(=O)N1 (centres undefined),5%,4%,0%,-6%,-2.4,105,8%,59%,-1.5%,i,2.7
CCC1Sc2ccc(S(=O)(=O)CCC(=O)NCc3ccco3)cc2NC1=O (centres undefined),-8%,5%,1%,-4%,2.1,83,-10%,7%,-0.8%,i,3.1
Cc1ccc2nc(SC(C)C(=O)NCc3ccc4c(c3)OCO4)[nH]c2c1 (centres undefined),11%,3%,4%,-7%,-0.5,86,-4%,21%,3.0%,i,0.7
CN1CCc2c(sc(NC(=O)c3ccc(S(=O)(=O)N4CCOCC4)cc3)c2C(N)=O)C1,15%,-1%,-4%,0%,5.2,48,-5%,3%,4.4%,i,2.1
Cc1ccc(S(=O)(=O)N(C)C)cc1NC(=O)CSc1nncs1,6%,x,-9%,x,-0.8,52,x,x,x,i,0.7
c1cc(-c2nn[nH]n2)ccc1CN1CCCCC1,-4%,-1%,-7%,-2%,0.6,48,4%,12%,3.2%,i,1.5
CC(=O)Nc1cc(C(=O)NCc2ccco2)ccc1Sc1ccc(Cl)cc1,0%,-2%,-4%,-11%,0.1,41,-16%,-4%,2.7%,i,0.4
CCN1CCN(Cc2ccc(NC(=O)c3cc(NC(=O)c4cncc(-c5cccs5)c4)cc(OC)c3)cc2C(F)(F)F)CC1,11%,10%,x,-15%,2.1,94,18%,-13%,1.5%,x,x
Cn1cnnc1SCC(=O)Nc1ccccc1Oc1ccccc1,6%,4%,-4%,-1%,0.0,54,0%,-6%,-1.4%,i,0.5
COc1cc(C2C(C(C)=O)=C(C)Nc3ncnn32)ccc1O (centres undefined),6%,2%,-1%,-5%,1.3,30,8%,-5%,-0.3%,i,0.3
Cc1nn(CCC(=O)NCc2ccc(N(C)C)cc2)c(=O)c2nn(-c3ccccc3)c(C)c12,12%,-3%,-5%,-6%,0.1,46,-2%,17%,0.4%,i,1.0
CCOc1ccccc1N1CCN(C(=O)NCc2ccc(F)cc2)CC1,4%,-7%,1%,-14%,1.8,48,6%,14%,-1.5%,i,0.9
N[C@@H](Cc1ccccc1)C(=O)N1CCC(C(=O)NCC(=O)NCC(=O)O)CC1,13%,12%,1%,-5%,0.8,116,-8%,5%,1.3%,i,0.6
Cc1ccc(-c2n[nH]c(=S)c3ccccc23)cc1,-6%,-8%,-5%,-4%,5.1,29,14%,10%,-2.0%,i,0.4
Nc1ccc2c(c1)nc(Cc1ccccc1)n2CCO,8%,6%,-8%,-7%,-0.2,89,18%,7%,-3.3%,i,0.3
Cc1cccc(N2CCN(C(=O)c3cc4c(=O)n(C)c5ccccc5c4n3C)CC2)c1C,5%,4%,-2%,8%,24,73,-1%,2%,-3.3%,+,7.7*
O=C(Nc1ccccc1Cl)Nn1cnnc1,6%,-1%,1%,-8%,0.9,67,-5%,17%,-0.1%,i,1.2
